# Compound activity deposited in PubChem BioAssay by several laboratories.
# SARS 3CLpro inh: SARS-CoV 3CLpro protease inhibition; P0C6X7; recombinant SARS-CoV 3CLpro, quenched FRET peptide cleavage; inhibition, % at 6 µM; actives 0.14% (n = 290,000); AID 1706; in the data active means inhibition above about 12%
# BoNT-A LC inh2: blocks Botulinum neurotoxin A light chain protease; inhibition, % at 10 µM; actives 0.17% (n = 360,000); multiplex microsphere protease substrate cleavage, flow cytometry; AID 588499; further: plate controls were buffer without enzyme for full effect and enzyme alone for no effect
# PrPC TRFRET: inhibitors of human cell surface prion protein PrPC. P04156. AID 720596. inhibition, % at 13.8 µM. TR-FRET read-out. actives 0.43% (n = 370,000); in the data active means inhibition above about 24%; further: 0% = median of the test wells and 100% = reference compound wells
# TcdB GH inh: blocks C. difficile toxin B glycohydrolase activity | P18177 | TcdB glycohydrolase enzymatic assay, plate reader | inhibition, % at 9.99 µM | actives 0.24% (n = 350,000) | AID 652162; in the data active means inhibition above about 10%
# Anthrax LF prot: blocks Bacillus anthracis lethal factor protease; P15917; multiplex microsphere protease cleavage assay, LF; inhibition, % at 10 µM; actives 0.12% (n = 360,000); further: plate controls were buffer without enzyme for full effect and enzyme alone for no effect
# SSB-PriA inh: blocks PriA binding to SSB C-terminal tail | AlphaScreen SSBct-PriA binding, biotinylated peptide | inhibition, % at 33 µM | actives 0.6% (n = 430,000); in the data active means inhibition mostly above about 37%, no sharp cut-off; inactive means mostly below about 20%;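 further: plate controls were negative control peptide for no effect and reference peptide for full effect; strong numbers were not always called active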
# Yp Topo-I inh: blocks Yersinia pestis topoisomerase I activity; actives 0.064% (n = 360,000); AID 504884; activity, % at 10 µM; Y. pestis Topo-I cleavage product accumulation, plate reader; in the data active means activity above about 50%, passing the limit was not always enough; inconclusive means no clear call, values can overlap the other calls; further: inactives centre near 2
# PfHsp40 rescue: compounds rescuing yeast from Plasmodium falciparum HSP40 toxicity | AID 504582 | actives 0.68% (n = 340,000) | S. cerevisiae expressing PfHsp40, growth rescue, ATP luminescence | growth rescue, % at 12.5 µM; in the data active means growth rescue above about 28%, passing the limit was not always enough; inconclusive means no clear call, values can overlap the other calls;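 further: yeast W303a lacking pdr1 and pdr3 grown in galactose medium; growth measured after three days at 30 °C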
# Vc quorum ag: induces V. cholerae light production without autoinducers. AID 588436. activation, % at 18.7 µM. V. cholerae BH1578 lux reporter, luminescence, 6 h. actives 0.16% (n = 350,000); in the data active means activation mostly above about 9.7%, no sharp cut-off; inconclusive means no clear call, values can overlap the other calls; inactive means mostly below about 3.7%; further: not every result past the cut was called active; inactives centre near 0; reference of the scale not given here
# Active calls of the source: *; i = inactive; ? = inconclusive; nt = no result given. Unless noted, no stated cut-off is given here; in the data, active means inhibition above about 30%; inconclusive means no clear call, values can overlap the other calls; inactive means below that. A portion of the library. The share of hits here may be higher or lower than overall.
SMILES,SARS 3CLpro inh,BoNT-A LC inh2,PrPC TRFRET,TcdB GH inh,Anthrax LF prot,SSB-PriA inh,Yp Topo-I inh,PfHsp40 rescue,Vc quorum ag
CCOC(=O)c1nn(-c2ccccc2)c(=O)cc1SC1CCCCC1,2.9,-0.8,-1.1,0.6,-2.6,2.0,-2.8,0.8,i
CC1CCCCC1NC(=O)CN1C(=O)c2cccc(N)c2C1=O (stereo not drawn),3.3,0.1,-15.6,0.1,-4.8,4.6,3.5,-2.1,-0.5
CC(=O)NC1C(=O)N(CCc2ccccc2)c2ccc(Br)cc21 (stereo not drawn),0.5,-0.3,4.0,1.5,-1.7,-3.4,1.0,-0.2,1.0
Cc1ccccc1CC1(CO)CCCN(Cc2cn[nH]c2-c2ccccc2)C1 (stereo not drawn),1.8,-1.0,-0.4,0.7,-3.1,6.7,8.9,-0.6,-3.3
CCOC(=O)N1CCN(CC(O)COc2c(OC)cccc2OC)CC1 (stereo not drawn),1.6,0.0,-5.6,nt,-2.5,-7.5,-4.5,-1.1,-0.4
CCOC(=O)C1CCN(Cc2cnc(NC(=O)OC)s2)CC1,10.1,?,-6.0,nt,?,-3.7,-2.0,-1.3,-0.8
CC(=O)C12CCCCC1CC1C3CC(C)C4(O)CC(=O)CCC4(C)C3CCC12C (stereo not drawn),0.0,1.1,-7.5,1.2,10.5,2.8,0.1,-0.4,-0.6
O=C(C=Cc1ccccc1)N1CCCCC1,nt,0.3,3.6,1.2,-1.6,-6.4,-1.5,-1.2,nt
COc1cc2c(cc1OC)CN(C(=O)c1ccc(N3CCCC3)c([N+](=O)[O-])c1)CC2,nt,-3.1,-13.4,0.8,-2.8,29.0,29.7,2.1,-1.7
Cc1cc2nc(CCN(C(=S)NCC3CCCO3)C3CCCC3)[nH]c2cc1C (stereo not drawn),-0.1,-0.3,-3.0,2.9,-0.2,-11.1,19.0,-1.9,i
Cc1ccc(S(=O)(=O)NCC(=O)NCC(=O)OCC(=O)N2CC(=O)Nc3ccccc32)cc1C,-2.7,-1.0,-2.5,-0.5,0.0,-15.1,-0.6,-1.5,-0.5
O=C(CCCC(=O)N1CCc2ccccc21)N1CCc2ccccc21,nt,1.0,-3.0,nt,4.0,-13.7,8.4,-0.6,i

# 4 compounds drawn at random from the list so far:
SMILES,SARS 3CLpro inh,BoNT-A LC inh2,PrPC TRFRET,TcdB GH inh,Anthrax LF prot,SSB-PriA inh,Yp Topo-I inh,PfHsp40 rescue,Vc quorum ag
CCOC(=O)N1CCN(CC(O)COc2c(OC)cccc2OC)CC1 (stereo not drawn),1.6,0.0,-5.6,nt,-2.5,-7.5,-4.5,-1.1,-0.4
O=C(CCCC(=O)N1CCc2ccccc21)N1CCc2ccccc21,nt,1.0,-3.0,nt,4.0,-13.7,8.4,-0.6,i
Cc1cc2nc(CCN(C(=S)NCC3CCCO3)C3CCCC3)[nH]c2cc1C (stereo not drawn),-0.1,-0.3,-3.0,2.9,-0.2,-11.1,19.0,-1.9,i
CCOC(=O)C1CCN(Cc2cnc(NC(=O)OC)s2)CC1,10.1,?,-6.0,nt,?,-3.7,-2.0,-1.3,-0.8

# Next section:
SMILES,SARS 3CLpro inh,BoNT-A LC inh2,PrPC TRFRET,TcdB GH inh,Anthrax LF prot,SSB-PriA inh,Yp Topo-I inh,PfHsp40 rescue,Vc quorum ag
O=C1[C@@H](c2ccccc2)[C@@H](c2ccccc2)N1c1cccnc1,nt,-0.3,7.3,-0.7,-0.5,0.0,8.2,-1.3,i
O=C(CN1C(=O)NC2(CCOc3ccccc32)C1=O)N1CCCCC1 (stereo not drawn),nt,2.0,3.7,3.2,3.1,3.9,3.1,-0.8,i
CCOC(=O)c1c(N)nn(C(C)=O)c1-c1ccccc1,-2.4,0.7,12.3,nt,-1.6,-4.4,-2.2,0.6,i
CC(C)c1ccc(NC(=S)NN2CCOCC2)cc1,-1.0,-0.1,-2.4,1.0,0.4,-2.1,-2.0,-0.1,-0.7
CC(CCc1ccccc1)NC(=O)c1ccc(NC(=O)c2ccc(Cl)cc2Cl)cc1 (stereo not drawn),-0.1,0.3,1.3,1.6,-1.3,-22.9,1.3,1.3,i
Oc1c(C(c2ccccn2)N2CCOCC2)ccc2cccnc12 (stereo not drawn),0.6,-1.8,nt,nt,-1.9,68.0,-6.9,456.7*,7.1
CSCc1cc(N2CCOCC2)nc(SCc2ccc(Cl)c(Cl)c2)n1,-5.3,-0.5,13.6,1.5,-3.6,-9.3,7.5,5.9,-0.4
COc1cccc2c(=O)ccoc12,4.8,0.0,-0.4,nt,0.4,-3.7,-2.6,-1.7,i
Cc1ccc2cc(/C=N/NC(=O)c3ccc(F)cc3)c(Cl)nc2c1,-3.2,0.5,-10.7,-0.5,-6.7,nt,-1.6,0.7,-0.2
COCCNC(=O)c1ccccc1N(Cc1ccccc1)S(=O)(=O)c1ccccc1,nt,-8.7,2.3,-0.1,17.0,-17.1,10.4,nt,i
COc1ccc(C(C#N)=Cc2ccc(N(C)CCC#N)cc2)cc1,nt,-0.3,-0.7,-0.1,-2.3,nt,21.4,nt,-4.5
Cc1cc(=O)oc2cc(OCC(=O)OCC(=O)Nc3ccccc3C(C)C)ccc12,6.2,1.0,8.1,-1.2,-0.3,-3.7,-0.5,0.0,-0.6
N#CCC(=O)N/N=C/c1ccc(OCC(=O)Nc2ccc(F)cc2)cc1,2.7,-0.5,7.5,-3.2,0.8,nt,-11.1,-1.2,2.2
O=C(CNC(=O)c1cccc(F)c1)OCc1cc(=O)n2cc(Br)ccc2n1,-1.0,1.8,0.3,1.5,3.6,-1.8,-11.3,0.0,-0.3
CCOC(=O)N1CCN(C(=O)COc2ccc3c(c2)C(=O)CC2(CCN(C(C)=O)CC2)O3)CC1,-2.1,-0.3,-6.8,nt,-1.5,-24.5,6.6,0.7,-0.2
O=C(Nc1ccc(Oc2c(F)c(F)c(F)c(F)c2F)cc1)OC1CCN2Cc3ccccc3N=C12 (stereo not drawn),8.6,nt,nt,nt,nt,-9.2,0.7,1.7,i
O=C(Nc1sc2c(c1C(=O)NCC(O)CO)CCCC2)c1ccccc1 (stereo not drawn),nt,-0.5,0.3,1.5,1.3,1.2,4.7,-0.6,-0.5
COCCN(C(=O)C(=O)NC1CCCC1)C(C(=O)NC1CCCC1)c1ccccc1F (stereo not drawn),4.5,1.7,3.5,0.0,-3.0,-3.0,2.4,-0.9,-0.9
Cc1ccc2c(c1)sc(C)[n+]2CCCS(=O)(=O)[O-],0.6,-0.7,2.5,-0.3,-4.0,-2.6,2.6,-1.2,i
OCCCn1c(-c2ccccc2)n[nH]c1=S,2.2,0.4,-3.8,nt,5.0,-11.8,2.2,6.2,-0.2
Cc1nc(SCC(=O)Nc2nc3ccccc3s2)c(C#N)c(C)c1C,-3.0,0.2,-7.7,-0.2,1.2,-5.6,3.1,1.0,i
O=C(COC(=O)CCOc1ccccc1)NCCc1ccccc1,nt,-1.7,-0.9,1.7,-4.0,-1.0,3.8,-0.6,i
CC(Cc1ccccn1)NC(=O)c1ccc(OC2CCN(CCc3ccccc3)CC2)cc1 (stereo not drawn),-3.7,-1.3,-6.5,1.3,-0.9,-4.8,16.2,-1.5,i
COc1ccc(N2C(=NC(=O)C3CCCCC3)SC3CS(=O)(=O)CC32)c(OC)c1 (stereo not drawn),-10.0,0.9,0.9,-0.8,0.0,0.4,-2.5,0.2,i
Cc1ccc(NC(=O)c2cnn(C)c2)cc1[N+](=O)[O-],1.6,1.6,-10.4,1.3,1.8,1.1,-2.4,-1.3,2.8
COc1ccc(S(=O)(=O)Nc2ccc3ccccc3c2)cc1C,5.5,-3.8,9.5,nt,1.1,-16.6,-2.2,31.4*,-0.2
O=C(c1cncc(Br)c1)N1CCc2ccccc2C1,1.8,0.4,2.8,nt,1.4,-8.0,5.5,-0.9,3.1
Cc1ccc(Cl)c(OCC(=O)OCC(=O)c2ccc[nH]2)c1,nt,-0.5,0.2,1.2,5.2,-1.1,6.2,-0.5,-7.1
COc1ccc(N(Cc2cc3cccc(C)c3[nH]c2=O)C(=O)C2CCCO2)cc1 (stereo not drawn),-7.4,0.8,-4.5,0.8,2.1,-11.9,8.6,1.1,-3.1
CC(C)[C@H](NC(=O)C1CCN(C(=O)[C@H](Cc2ccccc2)NC(=O)OC(C)(C)C)CC1)C(=O)O,0.8,1.5,0.8,0.4,5.0,-0.6,1.3,-3.1,i
CCc1ccc(OCc2cnc(Cl)s2)cc1,1.9,-1.1,4.7,5.4,2.0,-66.9,6.0,-0.4,i
COc1ccc(-c2ccc(SCC(=O)c3ccc(F)cc3)nn2)cc1OC,-3.0,13.7,3.6,1.5,7.3,-5.2,13.5,0.4,i
COc1cccc(CCC2C(=O)CCCC2=O)c1,nt,-0.8,3.4,-0.3,-3.7,-13.6,-5.1,-1.1,i
Cc1ccc(S(=O)(=O)N2CCN(C)CC2)c2nsnc12,-4.0,0.5,-27.4,1.7,-0.9,-6.6,6.5,1.1,-0.2
Cn1c(Cc2ccccc2)nnc1SCc1nc2ccccc2c(=O)[nH]1,3.3,-1.2,8.2,-0.2,-3.0,-7.4,-2.4,-1.4,-0.2
COc1ccc(NC(=O)CSCC(=O)N(C)Cc2cccc(OC)c2OC)cc1,nt,0.8,9.2,1.1,-3.5,-8.4,0.7,1.3,-2.9
O=C(c1ccco1)N1CCN(C(=O)c2cc3ccccc3oc2=O)CC1,4.0,3.5,-1.7,0.6,7.2,3.7,5.4,0.5,-0.2
O=C(Nc1ccccc1F)C1CCN(S(=O)(=O)c2cccc3nonc23)CC1,1.4,-0.5,-30.4,-0.3,3.9,2.0,-3.5,1.2,-1.6
COc1ccc(NC(=O)[C@@H]2O[C@H](CO)[C@H](O)[C@H](O)[C@H]2O)cc1F,nt,0.0,-3.5,0.8,1.0,nt,-1.3,nt,-0.6
COc1ccc(/C=N/n2cnnc2)cc1Cn1nc(C)c([N+](=O)[O-])c1C,2.9,0.2,2.4,0.3,0.8,nt,10.1,-0.1,nt
O=S1(=O)C[C@@H](N2CCN(c3ccccn3)CC2)[C@H](COCc2ccccc2)N1,nt,-0.4,-0.9,1.1,-3.4,nt,0.6,nt,-0.4
COc1ccc(NC(=O)CN(C)C(=O)c2cccc(S(=O)(=O)N3CCN(c4ccccc4)CC3)c2)cc1,nt,nt,4.9,0.8,nt,-12.8,33.9,0.9,-0.6
COC(=O)[C@@H](NC(=O)NCc1ccccc1F)C(C)C,-1.2,-0.8,-6.4,0.7,-3.0,1.9,10.3,-0.3,11.1
CCOC(=O)CCc1c(C)c2ccc(OC(C)C(=O)OCC)c(C)c2oc1=O (stereo not drawn),4.9,1.7,10.6,nt,0.4,-16.8,9.6,0.6,-1.0
CC(=O)NCCC(=O)Nc1cc(S(=O)(=O)N2CCOCC2)ccc1N1CCOCC1,-1.8,-0.4,1.4,0.8,-2.2,-3.1,-1.8,-0.3,-0.3
CC(=O)Nc1ccc(NC(=O)c2csc([C@H]3C[C@H](O)[C@@H](CO)O3)n2)cc1,nt,-0.2,-7.4,1.3,-5.0,nt,-0.5,nt,i
Cc1ccc(-c2nnc(Nc3ccc4c(c3)OCO4)c3ccccc23)cc1S(N)(=O)=O,-0.6,-0.4,-3.5,-1.5,-4.4,23.6,-2.9,0.4,-6.2
C=CCn1cc(/C=C/c2cc[n+](C)cc2)c2ccccc21,-13.1,-1.3,-46.8,1.1,-11.8,-7.7,-2.9,0.0,i
Cc1nc(NC(=O)c2cccnc2)ccc1Br,2.8,-0.1,1.7,nt,-1.5,-15.5,0.2,1.1,-0.6
c1ccc2c(c1)ncn2CCN1CCCCC1,-6.2,-0.4,-8.9,nt,2.0,3.1,1.8,-0.9,-0.3
COc1ccc(Cn2c(=O)[nH]c3cc(C(=O)NCCCOC(C)C)ccc3c2=O)cc1,1.6,-0.7,1.6,0.8,-4.3,-5.4,-4.1,0.1,-0.2
Cc1cc(C)cc(NC(=O)C(C)N2C(=O)c3ccccc3C2=O)c1 (stereo not drawn),-1.4,5.5,-2.4,-0.1,-7.9,-9.2,-4.4,0.3,i
